INS promoter inh: TRM-6 insulin promoter activity inhibition; TRM-6 cells (human fetal islet line), insulin promoter-eGFP reporter, imaging; reporter expression induced with tamoxifen; inhibition, % at 2 µM; 130,000 compounds, 0.9% hits; AID 1273;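 active = inhibition above the mean plus 3 SD, with well images judged a real hit on visual review, cut at about 60% in these data, passing the limit was not always enough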
SDO1 yeast rescue: sdo1-depleted yeast growth rescue. S. cerevisiae sdo1-depleted JHY4D growth rescue, OD600 30 h; stronger effect = higher value; pdr5 snq2 efflux-pump mutant strain. z-score at 10 µM. 140,000 compounds, 0.21% hits;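 active = z-score above 3 at both the 24 hr and the 30 hr optical density reads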;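 also: z-score against mean and SD of all compound wells on the same plate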
SDO1 yeast rescue Rescue 24 h: also measured in SDO1 yeast rescue; calls as there; z-score; S. cerevisiae sdo1-depleted JHY4D growth rescue, OD600; measured here: growth rescue at 24 h;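 0 is the plate mean of compound wells and units are plate SD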
* marks the source's active call; other numbers are inactive results. Only part of the results is shown, so the mix of outcomes need not match the whole.

Screening Cc1ccc2cccc(NC(=S)NC(=O)c3c(Br)cnn3C)c2n1 returned INS promoter inh -140.0, SDO1 yeast rescue -1.05 and SDO1 yeast rescue Rescue 24 h 0.49.
`CCOc1ccccc1NS(=O)(=O)c1ccc2c(c1)n(C)c(=O)c(=O)n2C` gave INS promoter inh -16.7, SDO1 yeast rescue 0.67 and SDO1 yeast rescue Rescue 24 h -0.11.
COc1ccc(C(c2oc(CO)cc(=O)c2O)c2oc(CO)cc(=O)c2O)cc1 was read as INS promoter inh 0.0.
Cc1cc(-c2[nH]nc3c2C(c2ccc(Cl)cc2)C(C#N)=C(N)O3)c(C)s1 (stereo not given) was read as INS promoter inh -237.5, SDO1 yeast rescue -1.56 and SDO1 yeast rescue Rescue 24 h -1.22.
Cc1c(C(=O)NNC(=S)Nc2cccc(Cl)c2)nnn1-c1ccccc1 was read as INS promoter inh -7.7, SDO1 yeast rescue -0.17 and SDO1 yeast rescue Rescue 24 h -0.18.
Screening Cc1cc(C(=O)NNC(=S)NC(C)c2ccccc2)c2ccccc2n1 (stereo not given) returned SDO1 yeast rescue 0.19 and SDO1 yeast rescue Rescue 24 h 0.21.
For COc1ccc(C(=O)OCCN2CCCCC2)cc1 the results were INS promoter inh 15.4.
Nc1cccc2[nH]c(C(F)(F)F)nc12 was read as INS promoter inh 66.7.
`CO/N=C/c1ccc(Sc2ccccc2)c([N+](=O)[O-])c1` gave INS promoter inh -50.0, SDO1 yeast rescue -0.35 and SDO1 yeast rescue Rescue 24 h -0.51.
CCOc1ccc(NC(=O)c2ccccc2NS(=O)(=O)c2ccc(F)cc2)c([N+](=O)[O-])c1 was read as INS promoter inh -15.8, SDO1 yeast rescue -0.73 and SDO1 yeast rescue Rescue 24 h -0.08.
Screening Nn1cc(-c2ccccc2)nc1SCC(=O)NCC(F)(F)F returned INS promoter inh 7.1.
`CCOC(=O)N1CCN(C(=O)CSc2ccc(Cl)cc2)CC1` gave INS promoter inh 11.1, SDO1 yeast rescue 0.35 and SDO1 yeast rescue Rescue 24 h 0.15.
For CC(C)C(NS(=O)(=O)c1c(Cl)cccc1Cl)C(=O)OCC(=O)c1c[nH]c2ccccc12 (stereo not given) the results were INS promoter inh -18.2, SDO1 yeast rescue -0.83 and SDO1 yeast rescue Rescue 24 h -0.44.
NS(=O)(=O)c1ccc(NCc2cc(Cl)ccc2OCc2ccccc2F)cc1 was read as SDO1 yeast rescue -1.07 and SDO1 yeast rescue Rescue 24 h -0.78.
Screening Cc1ccc(C(=O)Nc2ccnc(-c3cccnc3)n2)cc1 returned INS promoter inh 27.8.
O=C(Nc1nc2ccc(Cl)cc2s1)[C@@H]1CCCN1C(=O)c1cccs1 was read as INS promoter inh 16.7, SDO1 yeast rescue -0.8 and SDO1 yeast rescue Rescue 24 h -1.24.
Cc1cc(NC(=O)CCCC(=O)Nc2ccc(F)cc2)no1 was read as INS promoter inh -75.3, SDO1 yeast rescue 0.38 and SDO1 yeast rescue Rescue 24 h 0.03.
`Cc1cc(=O)n2c3c(cccc13)CCC2` gave INS promoter inh -42.9, SDO1 yeast rescue 0.09 and SDO1 yeast rescue Rescue 24 h -0.11.
`CS(=O)(=O)N1CCC(C(=O)Nc2ccc(Cl)c(Cl)c2)CC1` gave INS promoter inh 54.5.
For COCCCNC(=O)c1ccc([N+](=O)[O-])cc1 the results were INS promoter inh 27.3.
Screening CCCc1nc2sc3c(=O)n(N)cnc3c2c2c1COC(C)(C)C2 returned SDO1 yeast rescue -0.69 and SDO1 yeast rescue Rescue 24 h -1.14.
COc1ccc(-c2ccc(/C=N/NC(=O)c3cccnc3)o2)c([N+](=O)[O-])c1 was read as INS promoter inh -116.2, SDO1 yeast rescue -0.58 and SDO1 yeast rescue Rescue 24 h -0.19.
NC(=O)CN1CCN(C(=O)NC2CCCCC2)CC1 was read as SDO1 yeast rescue 0.42 and SDO1 yeast rescue Rescue 24 h 0.53.
`Cc1ccc(NC(=S)NC(=O)c2ccc(-c3ccc(Cl)cc3)o2)c(O)c1` gave INS promoter inh 29.4, SDO1 yeast rescue -1.49 and SDO1 yeast rescue Rescue 24 h -0.09.
Screening CCOC(=O)Cc1csc(SCC(=O)N2CCN(c3ccc(OC)cc3)CC2)n1 returned INS promoter inh 7.7, SDO1 yeast rescue -0.93 and SDO1 yeast rescue Rescue 24 h -1.33.
For Cc1nc2c(c(=O)n1CCC1=CCCCC1)c1nc3ccccc3nc1n2/N=C/c1ccccc1 the results were INS promoter inh -5.6, SDO1 yeast rescue 0.89 and SDO1 yeast rescue Rescue 24 h -0.4.
For Cn1cnnc1SC(C(=O)c1ccccc1)c1ccccc1 (stereo not given) the results were INS promoter inh 14.3, SDO1 yeast rescue -0.18 and SDO1 yeast rescue Rescue 24 h -0.72.
Oc1c(C=NCc2ccc(F)cc2)[nH]c2ccc(Br)c(Cl)c12 was read as INS promoter inh 62.5, SDO1 yeast rescue 0.46 and SDO1 yeast rescue Rescue 24 h -0.55.
`CN(C)c1ccc(NC(=O)COC(=O)c2cc(Cl)ccc2[N+](=O)[O-])cc1` gave INS promoter inh -32.3, SDO1 yeast rescue 0.42 and SDO1 yeast rescue Rescue 24 h 0.15.
`COc1ccc(C(=O)N(CN2CCCC2=O)c2nccs2)cc1OC` gave SDO1 yeast rescue 1.44 and SDO1 yeast rescue Rescue 24 h 1.85.
COc1ccc(-c2noc(-c3ccc(Br)o3)n2)cc1OC was read as INS promoter inh -122.2, SDO1 yeast rescue 0.02 and SDO1 yeast rescue Rescue 24 h 2.31.
Cc1noc(C)c1S(=O)(=O)Nc1c(C)n(C)n(-c2ccccc2)c1=O was read as INS promoter inh -48.3, SDO1 yeast rescue 0.62 and SDO1 yeast rescue Rescue 24 h 0.58.
`COc1ccc(-c2n[nH]c(C)c2-c2cc(OC)ccc2O)cc1` gave INS promoter inh -11.4, SDO1 yeast rescue 0.98 and SDO1 yeast rescue Rescue 24 h 0.36.
O=C(NC1(C(F)(F)F)NC(=O)N(c2ccccc2F)C1=O)c1ccncc1 (stereo not given) was read as INS promoter inh -64.3, SDO1 yeast rescue 0.06 and SDO1 yeast rescue Rescue 24 h 0.05.
Screening Cc1ccc(NC(=O)COC(=O)c2ccc3c(c2)OCO3)cc1S(=O)(=O)N1CCCCC1 returned INS promoter inh -12.5, SDO1 yeast rescue -0.2 and SDO1 yeast rescue Rescue 24 h 0.31.
Screening Cc1ccc(C(CC(=O)O)Nc2nc(N3CCCCC3)nc(N3CCCCC3)n2)cc1 (stereo not given) returned SDO1 yeast rescue 0.96 and SDO1 yeast rescue Rescue 24 h 0.41.
For CCOc1ccc(C(=O)CSc2nnc3ccccn23)cc1 the results were INS promoter inh -26.1, SDO1 yeast rescue 0.75 and SDO1 yeast rescue Rescue 24 h 1.5.
CNC(=S)N1N=C(c2ccc(Br)cc2)CC1c1ccc(Br)cc1 (stereo not given) was read as SDO1 yeast rescue -1.09 and SDO1 yeast rescue Rescue 24 h -0.42.
`CCN(CC)S(=O)(=O)c1ccc(-c2nnc(SCC(C)=O)o2)cc1` gave INS promoter inh -58.3, SDO1 yeast rescue 0.42 and SDO1 yeast rescue Rescue 24 h -0.34.
Screening COc1ccc(-c2csc(NC(=O)c3ccc(OCC(=O)N4CCOCC4)c(OC)c3)n2)cc1OC returned INS promoter inh 13.5, SDO1 yeast rescue -0.38 and SDO1 yeast rescue Rescue 24 h 0.2.
`O=C(O)c1cccnc1SC1CC(=O)N(c2cccc(C(F)(F)F)c2)C1=O` (stereo not given) gave SDO1 yeast rescue 0.58 and SDO1 yeast rescue Rescue 24 h 0.59.
CN(C)c1ccnc2sc3c(NCC(O)CO)ncnc3c12 (stereo not given) was read as INS promoter inh -6.2, SDO1 yeast rescue 1.5 and SDO1 yeast rescue Rescue 24 h 1.72.
Screening CCCn1c(N)c(C(=S)NC(=O)C2CC2)c(=O)n(C)c1=O returned INS promoter inh -51.7, SDO1 yeast rescue 2.56 and SDO1 yeast rescue Rescue 24 h 3.6.
CC(C)C1Cc2c(sc3c2c(=O)n(Cc2ccccc2)c2nncn32)CO1 (stereo not given) was read as INS promoter inh 0.0, SDO1 yeast rescue -2.06 and SDO1 yeast rescue Rescue 24 h -1.07.
Screening O=C(COc1ccc(C(=S)N2CCOCC2)cc1)N1CCCC1 returned INS promoter inh -7.9, SDO1 yeast rescue -0.07 and SDO1 yeast rescue Rescue 24 h -1.01.
`CCC(=O)Nc1cccc(Oc2nc(C)cc(C)c2C#N)c1` gave SDO1 yeast rescue 0.53 and SDO1 yeast rescue Rescue 24 h 0.22.
CCOc1ccc(-n2c(SCC(=O)Nc3cc(C)on3)nc3c([nH]c4ccccc43)c2=O)cc1 was read as SDO1 yeast rescue 0.84 and SDO1 yeast rescue Rescue 24 h 1.12.
Screening O=C1/C(=C\c2ccncc2)SC(=S)N1C1CCCCC1 returned INS promoter inh -6.7, SDO1 yeast rescue -0.99 and SDO1 yeast rescue Rescue 24 h -0.77.
CCC(c1nnnn1CCc1ccccc1)N(Cc1ccco1)Cc1cc2cc(C)cc(C)c2[nH]c1=O (stereo not given) was read as SDO1 yeast rescue -0.09 and SDO1 yeast rescue Rescue 24 h 0.35.
`CC(C)c1ccc(C2CC(=O)N3CN(Cc4ccco4)CSC3=C2C#N)cc1` (stereo not given) gave SDO1 yeast rescue 1.44 and SDO1 yeast rescue Rescue 24 h 2.1.
Screening CCn1c(=O)cc(OCC(=O)Nc2cccnc2)c2ccccc21 returned INS promoter inh 23.1, SDO1 yeast rescue 1.5 and SDO1 yeast rescue Rescue 24 h 1.85.
Screening O=C(CSc1nnc(-c2ccncc2)n1CCc1ccccc1)NCc1ccccc1 returned INS promoter inh -100.0, SDO1 yeast rescue 0.48 and SDO1 yeast rescue Rescue 24 h 0.
`Brc1cnc(N2CCOCC2)nc1N1CCCCC1` gave SDO1 yeast rescue -0.49 and SDO1 yeast rescue Rescue 24 h 0.14.
CC(=O)N1c2c(cc(Br)cc2S(=O)(=O)NCc2cccnc2)CC1C (stereo not given) was read as INS promoter inh 31.2, SDO1 yeast rescue 2.05 and SDO1 yeast rescue Rescue 24 h 2.01.
For N#C/C(=C\c1ccc(Br)s1)C(=O)N1CCN(c2ccccc2)CC1 the results were INS promoter inh -4.6, SDO1 yeast rescue -0.56 and SDO1 yeast rescue Rescue 24 h -0.2.
`COc1ccc(-c2nnc(SCC(=O)N3CCCC(C)C3)o2)c(OC)c1` (stereo not given) gave INS promoter inh 12.9, SDO1 yeast rescue -0.51 and SDO1 yeast rescue Rescue 24 h -0.72.
`COc1ccc(Nc2nc(C)cc(C)c2C#N)cc1` gave INS promoter inh 33.3, SDO1 yeast rescue 0.48 and SDO1 yeast rescue Rescue 24 h -0.66.
CCn1c(SCc2ccccc2Cl)nc2nc3c(cc2c1=O)CCCC3 was read as SDO1 yeast rescue -1.62 and SDO1 yeast rescue Rescue 24 h -1.83.
For Cc1ccc(CSCC(=O)Nc2ccc(F)cc2)cc1 the results were SDO1 yeast rescue -0.92 and SDO1 yeast rescue Rescue 24 h -1.33.
CCCCS(=O)c1c(O)c2ccccc2[nH]c1=O (stereo not given) was read as INS promoter inh 8.3, SDO1 yeast rescue 0.33 and SDO1 yeast rescue Rescue 24 h -0.33.

As a working copy, six of the compounds above:
`O=C(O)c1cccnc1SC1CC(=O)N(c2cccc(C(F)(F)F)c2)C1=O` (stereo not given) gave SDO1 yeast rescue 0.58 and SDO1 yeast rescue Rescue 24 h 0.59.
CN(C)c1ccnc2sc3c(NCC(O)CO)ncnc3c12 (stereo not given) was read as INS promoter inh -6.2, SDO1 yeast rescue 1.5 and SDO1 yeast rescue Rescue 24 h 1.72.
Screening CCCn1c(N)c(C(=S)NC(=O)C2CC2)c(=O)n(C)c1=O returned INS promoter inh -51.7, SDO1 yeast rescue 2.56 and SDO1 yeast rescue Rescue 24 h 3.6.
CC(C)C1Cc2c(sc3c2c(=O)n(Cc2ccccc2)c2nncn32)CO1 (stereo not given) was read as INS promoter inh 0.0, SDO1 yeast rescue -2.06 and SDO1 yeast rescue Rescue 24 h -1.07.
Screening O=C(COc1ccc(C(=S)N2CCOCC2)cc1)N1CCCC1 returned INS promoter inh -7.9, SDO1 yeast rescue -0.07 and SDO1 yeast rescue Rescue 24 h -1.01.
`CCC(=O)Nc1cccc(Oc2nc(C)cc(C)c2C#N)c1` gave SDO1 yeast rescue 0.53 and SDO1 yeast rescue Rescue 24 h 0.22.

(list continues)
COc1ccccc1-c1nc(-c2ccc(Br)o2)no1 was read as SDO1 yeast rescue 0.93 and SDO1 yeast rescue Rescue 24 h 1.27.
For COc1cccc(C2(CSc3nnc(-c4cc(OC)c(OC)c(OC)c4)o3)OCCO2)c1 the results were SDO1 yeast rescue -0.93 and SDO1 yeast rescue Rescue 24 h -0.89.
For Cc1ccccc1C(=O)NCCCCc1ccccc1 the results were INS promoter inh -28.6, SDO1 yeast rescue -0.48 and SDO1 yeast rescue Rescue 24 h -0.29.
For CC(C)N=C(NC#N)SCc1ccc(Br)cc1 the results were INS promoter inh 2.3, SDO1 yeast rescue -0.99 and SDO1 yeast rescue Rescue 24 h -0.47.
Screening Cc1cc(C)c(NC(=O)c2cc3c(nc4sccn43)s2)c(C)c1 returned INS promoter inh 9.1, SDO1 yeast rescue -0.84 and SDO1 yeast rescue Rescue 24 h 0.03.
`CC(=O)NC(Cc1c[nH]c2ccccc12)C(=O)OCC(=O)Nc1ccc2c(c1)OCO2` (stereo not given) gave SDO1 yeast rescue 0.78 and SDO1 yeast rescue Rescue 24 h 0.13.

Structures from the list above that contain a COOH group (2):
Screening Cc1ccc(C(CC(=O)O)Nc2nc(N3CCCCC3)nc(N3CCCCC3)n2)cc1 (stereo not given) returned SDO1 yeast rescue 0.96 and SDO1 yeast rescue Rescue 24 h 0.41.
`O=C(O)c1cccnc1SC1CC(=O)N(c2cccc(C(F)(F)F)c2)C1=O` (stereo not given) gave SDO1 yeast rescue 0.58 and SDO1 yeast rescue Rescue 24 h 0.59.
